Assay outcomes (PubChem)
M1 ag parental – nonselective activator or artifact in parental CHO-K1 cells. Fluo-8 calcium fluorescence; scaled to maximal ATP response, vehicle zero. activation, % at 3 µM. hit rate 0.48% among 360,000; in the data active means activation above about 15%;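 further: untransfected CHO-K1 host cells lacking M1 receptor as counterscreen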
OXTR potentiate – potentiators of human oxytocin receptor; P30559; CHO-OTR cells, Fluo-8 calcium fluorescence, potentiator mode; 0% = oxytocin EC15, 100% = EC100; activation, % at 3 µM; hit rate 0.061% among 320,000; AID 2445;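 active means activation above that plate's cutoff, the mean activation of tested compounds plus 3 SD, cut at about 6.6% in these data, passing the limit was not always enough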;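 further: 100% uses oxytocin at 75 nM as the full agonist control; some results filed as inactive read as strong as hits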
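System: human OTR in CHO cells / Also added: sub-maximal oxytocin, roughly EC15 / Control set: EC15 oxytocin low, 75 nM oxytocin high / Schedule: 6 min compound pre-incubation at room temperature, 100 s kinetic read / Compound: single-point 3.0 µM / Replication: singlicate / Technique: Fluo-8 calcium dye fluorescence / Read-out basis: % activation of max/min ratio relative to oxytocin controls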
CHO parental Ca – counter-screen: ATP calcium response change in parental CHO cells | parental CHO-K1, ATP-induced calcium, Fluo-8 fluorescence | inhibition, % at 5.6 µM | AID 463079 | hit rate 0.63% among 330,000;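 active means inhibition above that plate's mean sample inhibition plus 3 SD, cut at about 26% in these data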;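 further: 0% = ATP-challenged DMSO wells and 100% = DMSO wells without ATP; some compounds past the cut are filed as inactive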
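Measured by: calcium-sensitive Fluo-8 fluorescence / Test system: CHO parental line / Controls: ATP-challenged DMSO wells low, unchallenged DMSO wells high / Measure: % inhibition / Compound: single nominal dose of 5.6 µM per compound / Replicates: single well per compound, no replicates / Reagent: ATP as calcium-mobilizing challenge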
CHO-K1 Ca PAM – counter-screen for M1 PAMs: effect in parental CHO-K1 cells; ATP EC20, Fluo-8 calcium fluorescence; 0% at ATP EC20, 100% at ATP max; AID 602247; hit rate 0.02% among 360,000; activation, % at 3 µM;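 active means activation above the run cutoff, the mean activation of all test compounds plus 3 SD, cut at about 40% in these data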;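 further: peak over basal fluorescence ratio in a 140 s read after ATP addition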
V1aR counter – activates human V1a receptor in oxytocin agonist counter-screen | CHO-V1R cells, Fluo-8 calcium fluorescence, agonist mode; 0% DMSO, 100% 3 nM vasopressin | activation, % at 3 µM | hit rate 0.25% among 320,000 | AID 2797;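 active means activation above the mean activation of all tested compounds plus 3 SD, per screening run, cut at about 20% in these data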;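 further: signal is peak over basal fluorescence ratio across a 100 second FLIPR read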
Target sequence (P37288 whole entry, looked up): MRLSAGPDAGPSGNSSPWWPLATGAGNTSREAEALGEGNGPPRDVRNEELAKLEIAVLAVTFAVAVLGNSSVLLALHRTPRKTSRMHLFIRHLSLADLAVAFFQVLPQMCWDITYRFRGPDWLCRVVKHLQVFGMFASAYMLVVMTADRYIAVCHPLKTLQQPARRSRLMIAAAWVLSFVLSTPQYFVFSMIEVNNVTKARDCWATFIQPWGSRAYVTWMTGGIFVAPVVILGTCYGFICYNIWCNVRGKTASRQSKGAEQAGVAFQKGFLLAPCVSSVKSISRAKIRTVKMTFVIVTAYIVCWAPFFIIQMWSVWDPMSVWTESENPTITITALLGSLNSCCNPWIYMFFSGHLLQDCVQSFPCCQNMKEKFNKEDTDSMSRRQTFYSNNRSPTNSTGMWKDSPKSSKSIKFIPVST
CHRM1 agonist – agonists of human M1 muscarinic receptor; P11229; CHO-K1 hM1, Fluo-8 calcium fluorescence, agonist mode; 0% DMSO, 100% acetylcholine EC100; activation, % at 3 µM; hit rate 0.33% among 360,000;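 active means activation above the run's mean compound activation plus 3 SD, cut at about 16% in these data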;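 further: peak over basal fluorescence ratio within a 140 s kinetic read after compound addition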
TAAR1 antagonist – human TAAR1 antagonism | Q96RJ0 | CHO RD-HGA16 TAAR1, Fluo-8 calcium fluorescence, antagonist | inhibition, % at 3 µM | hit rate 1.5% among 360,000 | AID 624466;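 active means inhibition above a per-plate cutoff, the mean inhibition of test compounds on that plate plus 3 SD, cut at about 49% in these data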;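 further: 0% = DMSO plus EC80 beta-PEA response and 100% = DMSO alone without agonist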
Target sequence (Q96RJ0 whole entry, looked up): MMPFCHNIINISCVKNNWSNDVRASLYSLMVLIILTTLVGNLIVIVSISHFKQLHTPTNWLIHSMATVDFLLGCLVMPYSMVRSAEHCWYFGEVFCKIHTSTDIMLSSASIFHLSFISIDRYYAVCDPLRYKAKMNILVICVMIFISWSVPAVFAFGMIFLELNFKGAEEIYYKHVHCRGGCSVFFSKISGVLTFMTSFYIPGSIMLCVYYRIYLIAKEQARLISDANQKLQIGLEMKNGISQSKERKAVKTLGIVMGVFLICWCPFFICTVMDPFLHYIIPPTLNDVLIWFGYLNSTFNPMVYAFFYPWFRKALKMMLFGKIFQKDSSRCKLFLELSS
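Test system – hTAAR1-expressing CHO RD-HGA16 cells, Gα16-coupled · Also added – β-PEA at EC80 concentration, post-compound challenge · Compound – 3 µM, single point · Incubation – dye loading 75 min at 37 °C, then 30 min room temperature · Measured by – Fluo-8 intracellular calcium dye fluorescence, real-time kinetic reads · Benchmarks – vehicle and agonist controls · Replicates – singlicate, one well per test compound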
TAAR1 ag – agonists of human TAAR1; activation, % at 3 µM; hit rate 0.99% among 360,000; CHO RD-HGA16 TAAR1, Fluo-8 calcium fluorescence; vehicle wells 0%, saturating PEA agonist 100%;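 active means activation above the mean activation of all test compounds in the run plus 3 SD, cut at about 38% in these data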
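Repeats: no replicates (n 1) | Material: CHO-derived RD-HGA16 cells with stable Gα16 and human TAAR1 | Technique: Kinetic Fluo-8 calcium fluorescence | Schedule: 17-24 h seeding, 75 min 37 °C dye, 30 min RT | Evaluation: % activation from peak over basal fluorescence ratio, DMSO-to-PEA scaled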
CHO-K1 Ca antag – M1 antagonist counterscreen hit in parental CHO-K1 cells; ATP-induced calcium, Fluo-8 fluorescence; inhibition, % at 3 µM; hit rate 0.6% among 360,000; AID 602250;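 active means inhibition above a per-plate cutoff, the plate's mean sample inhibition plus 3 SD, cut at about 24% in these data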;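 further: 0% = DMSO plus EC80 ATP and 100% = DMSO alone without ATP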
An asterisk follows results filed as active; . = not tested or not shown. Compounds as they come; about 3.3% have a hit in one of these screens.

1: O=C(N/N=C/c1cccc(OC(=O)c2ccc3c(c2)OCO3)c1)c1cncc(Br)c1
2: Cc1cc(N/N=C/c2ccco2)c2ccccc2n1
3: Cc1ccc2c(c1)C1CN(C)CCC1N2Sc1ccccc1[N+](=O)[O-] (configuration not stated)
4: Cc1ccc(-c2csc3ncn(/N=C/N(C)C)c(=O)c23)o1
5: CCN(C(=O)COC(=O)COc1ccc2c(C)cc(=O)oc2c1)C1CCS(=O)(=O)C1 (configuration not stated)
6: Cc1ccc(-c2csc(NC(=O)CN3CC(C)OC(C)C3)n2)cc1 (configuration not stated)
7: C[C@@H]1ON(C)[C@H]2C[C@H]3c4[nH]c5ccc(-c6ccc7c(c6)OCO7)cc5c4CCN3C(=O)[C@@H]12
8: CCOC(=O)C1CN(c2cc3c(cc2F)c(=O)c(C(=O)O)cn3CC)OC1C(=O)OCC (configuration not stated)

Screen / compound no.	1	2	3	4	5	6	7	8
M1 ag parental	0.1	7.7	2.6	0.1	0.6	15	2.3	0.5
OXTR potentiate	-8	-4	-4	-7	4	-13	.	-5
CHO parental Ca	1	-7	-9	-4	-3	-10	.	-7
CHO-K1 Ca PAM	-7	23	11	9	14	19	-12	-5
V1aR counter	3.0	0.8	5.7	-0.8	1.4	2.1	.	-0.2
CHRM1 agonist	-3	-8	-5	9	-5	-4	-8	-3
TAAR1 antagonist	3	5	-2	6	-9	-16	44	1
TAAR1 ag	0	-1	40*	1	0	-3	9	11
CHO-K1 Ca antag	4	-6	-3	1	-8	0	12	13

9: O=C(CCCN1C(=O)/C(=C\c2cccs2)SC1=S)Nc1ccc(C(=O)O)cc1
10: COc1ccc(CNc2nc(NCc3ccc(OC)cc3)n(C(=O)c3ccccc3[N+](=O)[O-])n2)cc1
11: CCC1(c2ccccc2)NC(=O)N(CC(=O)Nc2ccc(Cl)c(S(=O)(=O)N3CCCCC3)c2)C1=O (configuration not stated)
12: COc1cc(OC)cc(N(C(=O)c2ccco2)C(C(=O)NC2CCCC2)c2ccc(N3CCOCC3)cc2)c1 (configuration not stated)
13: CC(CN1CCCCC1)OC(=O)c1ccco1 (configuration not stated)
14: CC(C)CCNC(=O)c1ccc(-n2cnc3cccnc32)cc1
15: COc1ccc(CN2C(=O)c3cccnc3C2=O)cc1S(=O)(=O)N(C)c1cccc(C)c1
16: Cc1ccc(C(=O)COC(=O)CCN2C(=O)C3C4CCC(C4)C3C2=O)cc1C (configuration not stated)

Screen / compound no.	9	10	11	12	13	14	15	16
M1 ag parental	-0.5	9.4	1.1	0.7	-0.1	1.5	1.1	8.3
OXTR potentiate	0	1	-2	-7	-5	-5	-1	-10
CHO parental Ca	-13	6	-15	-21	0	-14	-22	-3
CHO-K1 Ca PAM	-14	9	-7	7	-5	11	-7	0
V1aR counter	2.6	-1.1	2.5	4.1	-0.4	0.6	-0.4	11
CHRM1 agonist	9	-1	-1	-4	-6	-4	-2	-2
TAAR1 antagonist	5	3	7	2	-7	-1	-6	4
TAAR1 ag	6	1	2	2	2	3	2	3
CHO-K1 Ca antag	19	-4	-6	-11	-12	-5	-3	1

17: CC[C@]12c3[nH]c4ccc(OC)cc4c3CCN1C(=O)C(CC(=O)NCCCOC)C[C@@H]2C(=O)N1CCN(C(=O)C2CC2)CC1 (some centres not stated)
18: COc1ccccc1C(=O)NCCn1cc(SCC(=O)NCC2CCCO2)c2ccccc21 (configuration not stated)
19: CCS(=O)(=O)c1ccc(-c2cccc(NC(=O)c3ccc(Br)o3)c2)nn1
20: O=C1C2CC=CCC2C(=O)N1c1ccc(NCCc2ccc(O)cc2)c([N+](=O)[O-])c1 (configuration not stated)
21: CCOc1ccc(CCNC(=O)c2ccc(C)c(S(=O)(=O)N3CCOCC3)c2)cc1OCC
22: CC(=O)Nc1ccc(Oc2ccc(NC(C)=O)c(NC(C)=O)c2)cc1
23: COc1ccccc1NS(=O)(=O)c1ccc(NC(=O)c2nc3ncccn3n2)cc1
24: CCN(CC)C(=O)c1nc(-c2cccc3ccccc23)no1

Screen / compound no.	17	18	19	20	21	22	23	24
M1 ag parental	0.3	2.0	0.6	13	5.8	0.7	1.1	0.4
OXTR potentiate	.	-3	3	-20	.	-20	.	.
CHO parental Ca	-8	-27	-7	17	.	1	.	.
CHO-K1 Ca PAM	11	-1	-2	-1	4	19	12	6
V1aR counter	.	2.5	0.6	15	.	0.6	.	.
CHRM1 agonist	-2	2	-3	-1	-4	-3	-2	-7
TAAR1 antagonist	4	-2	13	40	25	6	0	-9
TAAR1 ag	0	4	8	20	9	7	17	-1
CHO-K1 Ca antag	-13	-6	-2	14	-9	-17	-10	2

Three of these compounds in a different format:
23) COc1ccccc1NS(=O)(=O)c1ccc(NC(=O)c2nc3ncccn3n2)cc1
  M1 ag parental = 1.1; OXTR potentiate = .; CHO parental Ca = .; CHO-K1 Ca PAM = 12; V1aR counter = .; CHRM1 agonist = -2; TAAR1 antagonist = 0; TAAR1 ag = 17; CHO-K1 Ca antag = -10
19) CCS(=O)(=O)c1ccc(-c2cccc(NC(=O)c3ccc(Br)o3)c2)nn1
  M1 ag parental = 0.6; OXTR potentiate = 3; CHO parental Ca = -7; CHO-K1 Ca PAM = -2; V1aR counter = 0.6; CHRM1 agonist = -3; TAAR1 antagonist = 13; TAAR1 ag = 8; CHO-K1 Ca antag = -2
24) CCN(CC)C(=O)c1nc(-c2cccc3ccccc23)no1
  M1 ag parental = 0.4; OXTR potentiate = .; CHO parental Ca = .; CHO-K1 Ca PAM = 6; V1aR counter = .; CHRM1 agonist = -7; TAAR1 antagonist = -9; TAAR1 ag = -1; CHO-K1 Ca antag = 2

(listing goes on)
25: Cc1cc([N+](=O)[O-])nn1CC(=O)N1CCc2ccccc2C1
26: COc1ccc(C(=S)N2CCOCC2)cc1OC(=O)c1cc([N+](=O)[O-])c(C)c([N+](=O)[O-])c1
27: COc1ccccc1-c1ccccc1C1=CC(=O)CC(C)(C)C1=O
28: CCN1CCCC(OC(=O)c2cc(-c3ccccc3Cl)nc3ccccc23)C1 (configuration not stated)
29: COc1ccc(CC(=O)NCC(=O)N/N=C/c2cc(Br)ccc2OC)cc1
30: O=C(COC(=O)/C=C/c1ccc(F)cc1)NCc1cccs1
31: Cn1nc(C(=O)OCC(=O)Nc2ccccc2OC(F)F)c2ccccc2c1=O
32: C/C=C/C=C/C(=O)O

Screen / compound no.	25	26	27	28	29	30	31	32
M1 ag parental	-0.1	0.5	0.0	0.1	3.4	2.5	0.1	-0.5
OXTR potentiate	0	-9	.	-5	-4	-11	-14	3
CHO parental Ca	-2	12	.	-27	-1	-5	-11	-3
CHO-K1 Ca PAM	-2	13	18	2	6	-17	8	-7
V1aR counter	0.4	6.8	.	0.4	-1.9	4.4	8.0	1.2
CHRM1 agonist	-5	0	-5	-10	-3	0	-2	-3
TAAR1 antagonist	-2	12	-20	3	16	-6	4	-10
TAAR1 ag	61*	3	1	10	2	18	4	2
CHO-K1 Ca antag	-10	-5	-4	-3	-11	-5	-12	-9

33: O=C(COC(=O)c1cnccn1)c1ccc([N+](=O)[O-])cc1
34: COc1cccc(/C=N/n2c(CO)nc3ccccc32)c1OC
35: COc1ccc(CNC(=O)c2cc(-c3cc(C)ccc3O)n[nH]2)cc1
36: Nc1ncnc2c1ncn2[C@@H]1O[C@H](COS(=O)(=O)O)[C@@H](O)[C@H]1O
37: COC(=O)CSc1nn(-c2ccc(F)cc2)c(=S)s1
38: Cc1cccc(CSc2nnc3c(n2)[nH]c2ccccc23)c1
39: Cc1nc(NC2CCCC2)sc1C(=O)N(C)C
40: Cc1ccc(S(=O)(=O)NCCC(=O)Nc2cccc(S(=O)(=O)N3CCCC3)c2)cc1C

Screen / compound no.	33	34	35	36	37	38	39	40
M1 ag parental	0.0	0.6	4.9	-0.1	0.2	0.5	0.5	0.0
OXTR potentiate	-4	-5	-5	0	-6	2	-13	-8
CHO parental Ca	-6	-19	-14	-8	-5	-6	0	-12
CHO-K1 Ca PAM	12	10	13	-13	19	-18	16	-10
V1aR counter	-2.3	-0.2	1.9	-0.2	-1.1	1.4	0.5	0.6
CHRM1 agonist	-2	-5	-2	-6	-7	-2	-5	-7
TAAR1 antagonist	-3	2	18	-8	-5	-18	-5	1
TAAR1 ag	0	4	3	1	0	2	1	-1
CHO-K1 Ca antag	-2	3	-10	5	-10	14	-5	-9

41: Cn1c(=O)c(C#N)c(-c2ccccc2)n2cnnc12
42: Cc1nc2ccccc2c2oc(C(=O)NCCCN3CCCC(C)C3)cc12 (configuration not stated)
43: O=C(CSc1ccccc1)NNC(=O)c1ccncc1
44: COc1ccc(/C(C)=N/NC(=O)CNC(=O)c2ccco2)c(OC)c1
45: C[C@@H]1CN([C@H](C)CO)C(=O)CCCn2nncc2CO[C@H]1CN(C)S(=O)(=O)c1cn(C)cn1
46: CCCN(CCC)CCNC(=S)Nc1ccc2nc3n(c(=O)c2c1)CCCCC3
47: O=C(CN1CCCC1)Nc1sc2c(c1C(=O)Nc1ccccc1)CCCC2

Screen / compound no.	41	42	43	44	45	46	47
M1 ag parental	-0.5	-0.3	-0.1	0.8	-0.7	0.4	1.4
OXTR potentiate	4	0	.	-1	.	-2	.
CHO parental Ca	-4	-1	.	8	.	-2	.
CHO-K1 Ca PAM	-16	-11	5	19	-7	8	11
V1aR counter	0.0	-0.1	.	0.3	.	-0.3	.
CHRM1 agonist	-2	-13	2	-3	-4	-7	-3
TAAR1 antagonist	-1	-12	2	-6	-24	-12	-8
TAAR1 ag	4	1	3	0	5	0	-1
CHO-K1 Ca antag	8	7	9	-21	-3	-3	-5
